# Screening data: PubChem, several laboratories
# TRPC6 act = activators of mouse TRPC6 channel; B-score at 10 µM; 310,000 compounds, 0.13% hits; HEK293-TRPC6 membrane potential dye fluorescence; active compounds read high; AID 2550; Q61143;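 active = B-score of the integrated fluorescence ratio above library mean plus 3 SD, and starting fluorescence ratio within library mean plus 5 SD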;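 also: higher score means more depolarization so channel activation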
# Target sequence (Q61143 whole entry, looked up): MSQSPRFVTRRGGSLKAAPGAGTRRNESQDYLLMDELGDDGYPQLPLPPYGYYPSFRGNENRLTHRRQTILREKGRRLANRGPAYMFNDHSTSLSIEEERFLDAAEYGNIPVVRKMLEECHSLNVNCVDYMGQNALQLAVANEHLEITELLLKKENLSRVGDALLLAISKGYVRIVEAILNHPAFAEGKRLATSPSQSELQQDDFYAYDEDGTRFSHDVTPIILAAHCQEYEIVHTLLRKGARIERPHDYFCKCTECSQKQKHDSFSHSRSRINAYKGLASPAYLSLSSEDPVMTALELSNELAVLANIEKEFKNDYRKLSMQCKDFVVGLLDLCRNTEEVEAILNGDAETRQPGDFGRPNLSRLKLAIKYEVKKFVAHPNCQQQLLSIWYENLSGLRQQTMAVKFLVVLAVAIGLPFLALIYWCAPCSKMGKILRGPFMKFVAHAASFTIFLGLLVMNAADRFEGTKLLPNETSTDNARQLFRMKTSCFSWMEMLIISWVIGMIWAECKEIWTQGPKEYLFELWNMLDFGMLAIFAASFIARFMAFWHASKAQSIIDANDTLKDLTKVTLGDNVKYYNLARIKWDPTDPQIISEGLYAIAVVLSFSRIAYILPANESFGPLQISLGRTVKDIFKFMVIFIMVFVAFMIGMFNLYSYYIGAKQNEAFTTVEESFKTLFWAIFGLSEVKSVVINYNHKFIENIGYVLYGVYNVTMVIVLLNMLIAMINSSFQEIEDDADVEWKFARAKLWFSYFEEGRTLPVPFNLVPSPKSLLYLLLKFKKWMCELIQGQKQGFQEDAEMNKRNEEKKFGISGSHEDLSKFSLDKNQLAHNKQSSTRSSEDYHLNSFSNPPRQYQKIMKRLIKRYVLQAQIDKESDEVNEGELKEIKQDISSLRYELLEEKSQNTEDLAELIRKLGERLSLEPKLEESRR
# MrgX1 agonist = agonists of human MrgX1 receptor. Q96LB2. MrgX1-HEK293 cells, Fluo-4 calcium fluorescence, agonist mode; active compounds read high. B-score at 10 µM. 310,000 compounds, 0.44% hits;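 active = calcium response B-score plate-corrected fluorescence ratio at least 3 library SD, with starting fluorescence B-score inside 5 SD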
#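 Assay system: stable human MrgX1 HEK293 cell line. Quantity: 15,000 cells per well. Schedule: cells plated overnight, dye loaded 0.5 h 37 °C, 0.5 h room temperature. Detection: Fluo-4 NW calcium-flux fluorescence, kinetic read. Read-out basis: peak-minus-minimum fluorescence over baseline, converted to B scores. Control set: positive and negative control wells on each plate.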
# Platelet DG rel = platelet dense granule release activity; 300,000 compounds, 0.22% hits; inhibition, %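 (compounds screened at 7.5 µM in platelet-rich plasma)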; human platelet-rich plasma, SFLLRN dense granule ATP release, luminescence; AID 1663;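 active = mean replicate score, as percent of positive control, at or above 50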
# RGS4 pot = potentiators or activators of RGS4; HEK293 M3R/inducible RGS4, carbachol calcium flux Fluo4; active compounds read low; AID 463111; 310,000 compounds, 0.92% hits; B-score at 10 µM;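 active = B-score of the integrated calcium signal more than 4 SD below the library mean, with starting fluorescence not abnormally high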;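 also: negative B-score means reduced calcium response which marks RGS4 activation or potentiation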
#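 Assay system: Inducible-RGS4 HEK293 cells carrying M3 receptor | Schedule: Compound preincubation 20 min at room temperature before agonist | Signal: Kinetic calcium fluorescence imaging with Fluo4-AM dye, 2 µM | Read-out basis: B score from integrated fluorescence ratio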
# HIF act = HIF pathway transcriptional activation | U2OS HRE-luciferase reporter, luminescence; normalized: DMSO 0%, desferrioxamine 100% | activation, % at 7.5 µM (by protocol) | 300,000 compounds, 0.32% hits | AID 1910;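 active = mean activation of at least 10% of the iron chelator positive control signal, with at least half of replicates also reaching 10%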
# SKKanGAS inh = blocks kanamycin growth of S. pyogenes SKKanGAS strain; 300,000 compounds, 1.3% hits; BacTiter-Glo, 6 h; inhibition, % at 7.5 µM;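 active = mean replicate score, as percent of positive control median, at least 50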;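 also: strain carries kanamycin resistance gene driven by streptokinase promoter and grows in 40 µg/ml kanamycin; loss of luminescence reflects streptokinase promoter inhibition or plain growth inhibition; 0% = median of DMSO wells and 100% = positive control at its reference dose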
# RGS4 block = human RGS4 inhibition; P49798; HEK293 M3R/RGS4 inducible, Fluo-4 calcium flux; active compounds read high; triggered by carbachol at its EC20; B-score at 10 µM; 310,000 compounds, 0.45% hits; AID 463165;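 active = B-score, a plate-corrected calcium signal, over three deviations above library mean, with baseline fluorescence within five deviations of library mean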;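 also: RGS4 expression induced by doxycycline in cells with stable M3 receptor; B-score is computed from the integrated fluorescence ratio over baseline after carbachol; higher B-score means a larger calcium signal and so more RGS4 inhibition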
# Target sequence (P49798 whole entry, looked up): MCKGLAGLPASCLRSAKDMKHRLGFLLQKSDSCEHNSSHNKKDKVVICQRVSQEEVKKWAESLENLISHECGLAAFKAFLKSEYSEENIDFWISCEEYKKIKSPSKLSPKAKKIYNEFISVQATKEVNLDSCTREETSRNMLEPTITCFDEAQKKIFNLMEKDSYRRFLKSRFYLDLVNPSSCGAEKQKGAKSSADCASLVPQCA
# MrgX1 antagonist = blocks BAM8-22 activation of human MrgX1 receptor; Q96LB2; MRGX1-HEK293 calcium flux, Fluo-4, BAM8-22 antagonism; active compounds read low; B-score at 10 µM; 310,000 compounds, 1.3% hits; AID 588676;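 active = calcium-response B-score plate-corrected more than 3 library SD below zero, starting fluorescence within 5 deviations, no agonist response on first addition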;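 also: peak minus trough fluorescence over baseline after final BAM8-22 challenge near maximal dose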
# MrgX1 PAM = allosterically activates human MrgX1 receptor signaling | Q96LB2 | MrgX1-HEK293, Fluo-4 calcium flux, FDSS; active compounds read high | B-score at 10 µM | 310,000 compounds, 0.63% hits;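 active = plate-corrected calcium response at least 3 library SD above typical, normal starting fluorescence, not activating the receptor alone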;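 also: compound read alongside a low EC10 to EC30 dose of BAM8-22 agonist; peak minus trough fluorescence over baseline measured at the second addition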
# TRPC6 inhibitor = mouse TRPC6 channel inhibition; Q61143; HEK293-TRPC6, membrane potential dye, ACh-evoked depolarization; active compounds read low; B-score at 10 µM; 310,000 compounds, 1.1% hits;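 active = B-score under library mean minus 3 SD, initial fluorescence not abnormally high, positive integrated signal ratio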;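 also: B-score derived from integrated fluorescence ratio over the kinetic read; more negative B-score means stronger inhibition of depolarization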
# TRPC4 inh = blocks the mouse TRPC4 cation channel; HEK293 TRPC4beta/mu-opioid, DAMGO-evoked Fluo4 calcium flux; active compounds read low; 300,000 compounds, 0.39% hits; Q9QUQ5; B-score at 10 µM;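 active = B-score over 3 SD under the library average, no early fluorescence shift, positive overall ratio signal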
#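 Assay system: TRPC4beta/mu-opioid receptor HEK293 cell line; compound dosing: single concentration per test compound; detection: Fluo4 Ca2+ flux fluorescence; evaluation: per-well B score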
# * marks the source's active call; other numbers are inactive results; i = inactive; . = no result given. Rows were taken by chance. About 6.1% of those tested had a hit in this group.
SMILES,TRPC6 act,MrgX1 agonist,Platelet DG rel,RGS4 pot,HIF act,SKKanGAS inh,RGS4 block,MrgX1 antagonist,MrgX1 PAM,TRPC6 inhibitor,TRPC4 inh
O=S(=O)(Nc1ccc2c(c1)nc1n2CCN(Cc2ccccc2)C1)c1ccc(Cl)cc1,i,i,3.4,i,0.1,3.6,i,i,i,i,i
COC(=O)c1nnc(-c2ccccc2)c(-c2ccccc2)n1,i,i,-3.1,i,-0.1,2.6,i,i,i,i,i
Cc1ccc(C(C(=O)NC(C)(C)C)N(Cc2cccs2)C(=O)c2ccc3c(c2)OCCO3)cc1 (centres undefined),i,i,-4.8,i,-0.1,-2.8,i,i,i,i,i
Cc1cc2c(cc1C)CSC(c1ccccc1O)SC2,i,i,3.0,i,0.2,23.4,i,i,i,i,i
CCN(CCn1cccn1)C(=O)c1cc(COc2cccc3cccnc23)on1,i,i,-8.1,i,0.9,-4.5,i,i,i,i,i
C=CCn1c(SCC(=O)N2CCN(c3ccc(F)cc3)CC2)nnc1-c1ccco1,i,i,4.0,i,-0.2,1.4,i,i,i,i,i
Cc1nnc(SCCn2c(N3CC(C)CC(C)C3)nc3c2c(=O)n(C)c(=O)n3C)s1 (centres undefined),i,.,-0.3,i,0.1,2.8,i,.,.,i,i
COc1ccc2c(c1)CCc1c(C(=O)Nc3c(C)nn(Cc4ccccc4)c3C)noc1-2,i,i,1.0,i,-0.5,13.6,i,i,i,i,i
CCOc1ccccc1C1CC(=O)Nc2cc(OC)c(OC)cc21 (centres undefined),i,i,5.1,i,1.7,-4.0,i,i,i,i,i
O=C(CCn1cnc2ccccc21)N/N=C/c1ccc(O)cc1,i,i,-0.8,i,-0.3,2.3,i,i,i,i,i
COc1ccc(C)cc1S(=O)(=O)N1CCCC(C(=O)NC2CC2)C1 (centres undefined),i,i,-6.9,i,0.0,-1.0,i,i,i,i,i
COc1ccccc1/C=N/NC(=O)c1ccc(CN2C(=O)c3cccc4cccc2c34)cc1,i,i,0.1,i,0.4,5.4,i,i,i,i,i
Cc1c(C(=O)N2CCCC2)c(S(=O)(=O)Nc2ccccc2Cl)c(C)n1C,i,i,10.5,i,-0.2,-8.2,i,i,i,i,i
COc1cccc(NC(=O)NNS(=O)(=O)c2ccc(OC)cc2OC)c1,i,i,0.6,i,0.1,6.4,i,i,i,i,i
Cn1c(SCC(=O)Nc2nccs2)nnc1C12CC3CC(CC(C3)C1)C2,i,i,-3.6,i,0.5,-3.4,i,i,i,i,i
CN(C)CCN=Cc1c(O)n(Cc2ccccc2)c(=O)c2ccccc12,i,i,-6.6,i,0.6,5.7,i,i,i,i,i
Cc1cc[n+](CC[n+]2ccc(C)cc2)cc1,i,i,6.7,i,-4.1,0.8,i,i,i,i,i
CCc1cccc2c(C(=O)C(F)(F)F)cn(CC(=O)N3CCOCC3)c12,i,i,0.8,i,-0.3,-10.0,i,i,i,i,i
NS(=O)(=O)c1ccc(NC(=O)COc2ccc(Cl)cc2)cc1,i,i,-15.0,i,-24.7,-7.4,i,i,i,i,i
COc1ccc2cc3c(N)nn(C(=O)c4cccc(F)c4)c3nc2c1,i,i,-10.1,i,0.7,4.4,i,i,i,i,i
CCOC(=O)Cc1csc(NC(=O)NC2(C(F)(F)F)Oc3ccc(Cl)cc3O2)n1 (centres undefined),i,i,-6.3,i,3.2,3.6,i,i,i,i,i
O=[N+]([O-])c1cccc(-c2nnc(SCc3cccnc3)o2)c1,i,i,-29.7,i,-0.3,-5.3,i,i,i,i,i
O=[n+]1cc(-c2cc3ccccc3o2)n([O-])c2c1CCCC2,i,i,0.3,i,3.4,10.9,i,i,i,i,i
COc1ccc(CCNC2CC(=O)N(CCc3ccc(OC)c(OC)c3)C2=O)cc1 (centres undefined),i,i,2.4,i,-0.3,-6.7,i,i,i,i,i
OC(CNCC1CCCO1)Cn1c2ccc(Cl)cc2c2cc(Cl)ccc21 (centres undefined),i,i,-4.1,i,1.0,12.9,i,i,i,i,i
CN(C)S(=O)(=O)c1cc(S(=O)(=O)N(C)C)c(Cl)cc1N,i,i,-0.6,i,.,0.2,i,i,i,i,i
Cn1nc(C(=O)NCc2ccccc2)c2c1-c1ccccc1S(=O)(=O)C2,i,i,1.5,i,-0.2,0.7,i,i,i,i,i
O/N=C\c1ccc(-c2ccccc2)o1,i,i,-1.3,i,2.3,-1.6,i,i,i,i,i
NC(N)=N/N=C/c1ccc(OCc2ccc(Cl)cc2Cl)cc1,i,i,7.6,i,-4.0,50.8*,i,i,i,i,i
CCOc1ccccc1NC(=O)CCc1nnc2ccc(NCc3ccco3)nn12,i,i,11.0,i,0.4,-1.7,i,i,i,i,i
CSc1ccc(/C=N/N2CCN(Cc3ccccc3)CC2)cc1,i,i,4.7,i,0.7,-3.0,i,i,i,i,i
O=C1C2C3C=CC(CC3)C2C(=O)N1c1ccccc1[N+](=O)[O-] (centres undefined),i,i,-0.2,i,-0.2,-2.6,i,i,i,i,i
Cc1cc(/C=N\O)c(C)n1-c1ccncc1,i,i,16.0,i,-0.1,-0.6,i,i,i,i,.
COc1ccc(CCNC(=O)CCS(=O)(=O)c2cccc3nsnc23)cc1OC,i,i,0.1,i,-3.6,-0.7,i,i,i,i,i
Cc1nnc(NC(=O)c2cccc(S(=O)(=O)N3CC(c4ccccc4)CC3=O)c2)s1 (centres undefined),i,i,5.9,i,0.2,7.9,i,i,i,i,i
O=C1CC(N2CCC(c3nc4ccccc4o3)CC2)C(=O)N1 (centres undefined),i,i,-3.9,i,0.0,9.5,i,i,i,i,i
CCOC(=O)C1CCN(C(=O)/C=C/c2cccs2)CC1,i,i,1.0,i,3.8,-3.6,i,i,i,i,i
COc1ccc(O)c(/C=N/Nc2nc(C)cc(-c3ccccc3)n2)c1,i,i,6.2,i,1.9,24.0,i,i,i,i,i
Cc1c(Cl)cccc1-n1cnc(=O)c2ccccc21,i,i,-0.5,i,-0.5,0.5,i,i,i,i,i
CN1CCN(C(=S)NC(=O)c2ccc(Br)cc2)CC1,i,i,2.8,i,-0.2,5.5,i,i,i,i,i
O=C(NCc1ccccc1)c1ccc2nc(N3CCOCC3)sc2c1,i,i,-4.6,i,2.4,-3.6,i,i,i,i,i
CCCNC(=S)N1CCC(NC(=O)Nc2ccc(C)cc2)CC1,i,i,-0.5,i,-0.6,-2.7,i,i,i,i,i
Cc1cccc(Nc2nc(NC(C)C)nc(Oc3ccc(=O)n(C)n3)n2)c1,i,i,-4.8,i,0.2,5.7,i,i,i,i,i
Cc1nnc(SCCn2c(N3CCCC(C)C3)nc3c2c(=O)[nH]c(=O)n3C)s1 (centres undefined),i,i,4.9,i,0.4,5.0,i,i,i,i,i
CSC1=NC(=O)/C(=C\c2cccc3ccccc23)S1,i,i,.,i,.,.,i,i,i,i,i
CCC1CC(C)(C(=O)Nc2ccc(S(N)(=O)=O)cc2)OC1=O (centres undefined),i,i,1.8,i,2.3,-4.8,i,i,i,i,i
Cc1ccc(NC(=O)c2ccc(=O)[nH]c2)cc1S(=O)(=O)N1CCCCC1,i,i,0.0,i,-0.3,-6.5,i,i,i,i,i
CN(C(=O)COc1ccc(Cl)cc1Br)C1CCCCC1,i,i,3.8,i,2.3,38.5,i,i,i,i,i
O=C(CCS(=O)(=O)c1cccc2nsnc12)NC1CCCCC1,i,i,-2.1,i,-0.8,-2.7,i,i,i,i,i
N#C/C(=N\Nc1ccc(Br)cc1)C(=N)N1CCOCC1,i,i,-1.3,i,3.2,-5.6,i,i,i,i,i

# The listing continues.
SMILES,TRPC6 act,MrgX1 agonist,Platelet DG rel,RGS4 pot,HIF act,SKKanGAS inh,RGS4 block,MrgX1 antagonist,MrgX1 PAM,TRPC6 inhibitor,TRPC4 inh
Cc1ccc(S(=O)(=O)N2CC(=O)NC(=O)C2)cc1,i,i,-6.0,i,0.3,6.6,i,i,i,i,i
Cc1ccc(S(=O)(=O)N2CCOCC2)cc1NC(=O)CSc1cccc[n+]1[O-],i,i,-6.5,i,-0.4,-0.1,i,i,i,i,i
Cc1sc2ncn(/N=C/c3ccco3)c(=O)c2c1C,i,i,18.6,i,0.7,-4.1,i,i,i,i,i
COc1ccc(CCNC(=O)c2ccccc2)cc1,i,i,-14.6,i,-27.1,-4.7,i,i,i,i,i
O=C(CSc1ccc(-c2cccnc2)nn1)Nc1ccccc1F,i,i,2.7,i,0.3,-2.3,i,i,i,i,i
CCn1c(=O)c2c(n3c(=S)[nH]nc13)-c1ccccc1CC21CCCCC1,i,i,-3.4,i,-0.1,24.5,8.34*,i,i,i,i
N/C(=N\O)c1ccc([N+](=O)[O-])s1,i,i,6.3,i,-0.9,-6.7,i,i,i,i,i
COC(=O)c1cccc(NC(=S)NCc2ccc(F)cc2)c1,i,i,0.8,i,0.0,1.7,i,i,i,i,i
Cc1ccc2nc(Nc3ccc(F)cc3)c3nncn3c2c1,i,i,0.5,i,0.8,-6.3,i,i,i,i,i
Cc1oc2c(CN3CCC(C)CC3)c(O)ccc2c(=O)c1-c1ccccc1,i,i,0.8,i,0.1,0.7,i,i,i,i,i
CCOC(=O)C1CCN(C(=O)Nc2ccc(Cl)cc2Cl)CC1,i,i,-8.3,i,0.1,-3.2,i,i,i,i,i
CCOc1ccc(CN(Cc2ccco2)S(=O)(=O)c2ccc(-n3cnnn3)c(OC)c2)cc1,i,i,-8.8,i,.,-1.6,i,i,i,i,i
O=[N+]([O-])c1cc(C(F)(F)F)ccc1N1CCN(CCO)CC1,i,i,-1.4,i,0.1,0.1,i,i,i,i,i
COc1ccc(N2CC(C)Cn3c2nc2c3c(=O)[nH]c(=O)n2C)cc1 (centres undefined),i,i,-5.8,i,0.3,-9.3,i,i,i,i,i
O=C(O)CSc1ccccn1,i,i,12.0,i,-0.2,-2.0,i,i,i,i,i
Cc1c([C@@H]2C[C@H]3CN(Cc4cccc(Cl)c4)C(=O)[C@]34CCCN24)cnn1C,i,i,-6.4,i,-0.2,-10.1,i,i,i,i,i
CC(=O)Nc1ccc(N2CCN(Cc3ccccc3F)CC2)cc1,i,i,-0.7,i,0.1,0.9,i,i,i,i,i
CC/C(Cc1ccccc1)=N/NC(=O)CCn1nnc2ccccc21,i,i,-3.8,i,-0.2,3.2,i,i,i,i,i
Cc1ccnc(NC2(C(F)(F)F)N=C3SCCN3C2=O)c1 (centres undefined),i,i,4.6,i,-0.5,-3.9,i,i,i,i,i
